IDE act = human IDE activators in live cells, primary screen, fluorescence polarization, HEK cells, FAbeta-B substrate | hit rate 0.073% among 340,000 | FAbeta-B cleavage; 0% vehicle, 100% cell-free pure enzyme wells | activation, % at 5.96 µM | Insulin-degrading enzyme (Homo sapiens), P14735 | AID 493087, 2011;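 active means activation above the mean of all tested compounds plus 3 SD, set per screening campaign, cut at about 17% in these data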
Target sequence (P14735 whole entry, looked up): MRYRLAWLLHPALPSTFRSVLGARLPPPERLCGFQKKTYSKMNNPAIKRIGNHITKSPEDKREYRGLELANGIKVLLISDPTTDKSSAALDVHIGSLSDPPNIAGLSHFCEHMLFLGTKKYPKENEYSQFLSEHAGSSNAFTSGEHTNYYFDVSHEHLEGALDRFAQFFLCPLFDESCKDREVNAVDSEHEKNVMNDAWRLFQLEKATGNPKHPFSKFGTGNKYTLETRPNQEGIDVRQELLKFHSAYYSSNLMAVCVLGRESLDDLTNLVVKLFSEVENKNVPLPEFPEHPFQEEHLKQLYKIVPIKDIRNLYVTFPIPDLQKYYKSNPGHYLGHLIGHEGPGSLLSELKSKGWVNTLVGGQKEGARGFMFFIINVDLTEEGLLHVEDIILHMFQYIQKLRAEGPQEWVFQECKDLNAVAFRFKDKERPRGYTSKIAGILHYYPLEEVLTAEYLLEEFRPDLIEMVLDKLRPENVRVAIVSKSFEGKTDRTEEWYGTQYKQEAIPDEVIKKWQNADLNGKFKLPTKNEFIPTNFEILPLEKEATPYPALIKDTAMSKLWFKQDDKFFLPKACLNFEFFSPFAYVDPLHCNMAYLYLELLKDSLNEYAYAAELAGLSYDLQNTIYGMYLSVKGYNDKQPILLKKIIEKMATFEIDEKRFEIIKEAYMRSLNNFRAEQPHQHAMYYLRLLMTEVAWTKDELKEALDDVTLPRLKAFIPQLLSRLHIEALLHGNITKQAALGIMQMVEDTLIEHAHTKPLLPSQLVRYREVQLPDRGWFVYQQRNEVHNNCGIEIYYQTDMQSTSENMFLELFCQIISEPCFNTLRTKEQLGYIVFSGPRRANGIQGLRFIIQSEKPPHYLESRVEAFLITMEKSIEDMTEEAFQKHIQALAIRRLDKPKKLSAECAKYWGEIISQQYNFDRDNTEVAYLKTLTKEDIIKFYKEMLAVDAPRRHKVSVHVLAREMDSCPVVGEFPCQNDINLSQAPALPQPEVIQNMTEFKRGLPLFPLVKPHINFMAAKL
Active calls of the source: *. A portion of the library. The share of hits here may be higher or lower than overall.

IDE act	structure
-13	Nc1ccc(-c2c3ccc(=O)cc-3oc3cc(O)ccc23)c(C(=O)O)c1
3	Cc1ccc(OCCNC(=O)CCNS(=O)(=O)c2ccc(C)cc2)cc1
-2	Cc1cccc(NC(=O)C2CCN(S(=O)(=O)c3ccc4c(c3)OCCCO4)CC2)n1
3	CC(C)CN1C(=O)C(=O)N(CC(=O)N(C)CC(=O)Nc2ccc(Cl)c(C(F)(F)F)c2)C1=O
3	CCOc1ccc(CCNC(=O)CN(C)S(=O)(=O)c2cccs2)cc1OCC
4	Cc1cccc(C(=O)N(C(=O)c2cccc(C)c2)N(C)C)c1
2	CC(C)N(Cc1ccccc1)C(=O)COC(=O)c1ccc2ncsc2c1
1	O=C1[C@H](Cc2ccccc2)NCC=CC[C@H](c2ccc(Cl)cc2)N1Cc1ccccc1
2	CC1(C(=O)OCC(=O)Nc2ccc(Cl)cn2)CC1(Cl)Cl (configuration not stated)
-2	COc1cc(OC)cc(-c2c(-c3cccs3)c3cc(-c4ccc(SC)cc4)ccc3n2C)c1
-1	Cc1ccc(NC(=O)C2CCN(C(=O)OC(C)(C)C)CC2)cc1S(=O)(=O)N1CCCCC1
-5	CN(C)C1CCN(Cc2cc(COCc3ccccc3)c3cccnc3c2O)C1 (configuration not stated)
5	COc1ccc(C2=NOC(Cn3nc(C(=O)NCc4ccc(OC(F)(F)F)cc4)cc3-c3ccccc3)C2)cc1 (configuration not stated)
4	O=C(COC(=O)/C=C/c1cccc(C(F)(F)F)c1)NC1CCCCCC1
0	COc1ccc(C(CNC(=O)c2ccc(NS(=O)(=O)c3ccc(F)c(C)c3)cc2)N(C)C)cc1 (configuration not stated)
0	O=C(OCCc1cc2ccccc2c(=O)o1)c1ccc(C(F)(F)F)cc1
1	CC[C@H](C)[C@H]1CNC(=O)C(=O)N1CC1CCN(CCCc2ccc(OC)c(OC)c2)CC1
4	Cc1cc(C)c(CN2CCN(C(=O)Cn3cnc4c(NCc5ccccc5)ncnc43)CC2)c(C)c1
4	CCCNc1ncnc2[nH]ncc12
5	O=C(Cc1ccc(NC(=O)C2CCCN(C(=O)C3CCCC3)C2)cc1)Nc1ccc(C(=O)N2CCOCC2)cc1 (configuration not stated)
5	Cc1ccc(S(=O)(=O)N2CCOCC2)cc1NC(=O)C(c1ccc(Cl)cc1)C(C)C (configuration not stated)
1	Cc1ccc(C(=O)OCC(=O)NCc2ccc3c(c2)OCO3)o1
0	O=C(COC(=O)C1CC1)Nc1nc(-c2ccc(F)c(F)c2)cs1
3	Cc1ccc(S(=O)(=O)NCCC(=O)NC2CCC(C)CC2)cc1 (configuration not stated)
1	CC1(C)CC(=O)C=C(NC2CCCC(O)C2)C1 (configuration not stated)

New compounds follow.
IDE act	structure
6	OC(CSc1ccccc1)CN1CCN(c2cccc(Cl)c2)CC1 (configuration not stated)
4	COc1cccc(C(=O)Nc2ccccc2N2CCN(C(=O)c3ccccc3)CC2)c1
3	O=C(COn1nnc2ccc(Cl)cc21)NC1CCS(=O)(=O)C1 (configuration not stated)
4	CCOc1ccc(S(=O)(=O)NCCC(=O)N2CC(C)CC(C)C2)cc1 (configuration not stated)
0	CC[C@]12c3[nH]c4cc(-c5ccco5)ccc4c3CCN1C(=O)[C@@H](CC(=O)NCCc1ccccn1)C[C@@H]2C(=O)N1CCN(C(=O)c2ccco2)CC1
-2	O=C(c1ccc(-c2ccccc2Cl)o1)N1CCN(S(=O)(=O)c2cccs2)CC1
3	O=S(=O)(c1cc(F)ccc1F)N1CCC2(CC1)OCCN2S(=O)(=O)c1ccccc1
3	CC(Sc1nnc(-c2ccco2)n1C)C(=O)NC1CCCC1 (configuration not stated)
-2	Cc1ccc(OCC(=O)Nc2nc(-c3ccccn3)cs2)c(C)c1
0	COc1cc(OC)cc(C(=O)Nc2ccccc2C(=O)NC2CC2)c1
-1	Cc1ccccc1N1CC(C(=O)N2CCc3ccccc32)CC1=O (configuration not stated)
8	COc1cc(C(=O)NNC(=O)/C=C/c2ccccc2)cc(OC)c1OC
4	COc1cc([N+](=O)[O-])ccc1-c1ccc(/C=C2\C(=O)ON=C2c2ccccc2)o1
0	CC(C)(C)c1ccc(C(=O)CCC(=O)OCC(=O)NCCc2ccc(S(N)(=O)=O)cc2)cc1
1	COc1ccc(C(=O)NCC(=O)OCC(=O)c2c(C)[nH]c3ccccc23)cc1OC
3	Cc1ccccc1CNC(=O)C(=O)NCC1CCCN1S(=O)(=O)c1cccs1 (configuration not stated)
0	C[C@]12c3[nH]c4ccc(Cl)cc4c3CCN1C(=O)[C@@H](CC(=O)NCc1ccco1)C[C@@H]2C(=O)N1CCCCC1
1	Nc1nc(COC(=O)C2CC(=O)N(Cc3ccccc3Cl)C2)nc(Nc2ccccc2)n1 (configuration not stated)
4	O=C(COC(=O)C1CCN(S(=O)(=O)c2ccc(Cl)c(C(F)(F)F)c2)CC1)NCc1ccco1
-7	O=C(COC(=O)c1cccnc1Cl)NC12CC3CC(CC(C3)C1)C2
1	O=[N+]([O-])c1ccccc1S(=O)(=O)NCCSCc1ccco1
1	CCCn1c(SCC(=O)Nc2ccc3c(c2)OCO3)n[nH]c1=O
-1	COc1ccc(Cl)cc1NC(=O)CN(C)C(=O)c1ccc(-n2cncn2)cc1
-1	O=C(OCC(=O)N1CCc2ccccc2C1)c1ccc(Cl)c([N+](=O)[O-])c1
2	CCC1C(c2ccccc2)=CCC(C(=O)O)C1C (configuration not stated)

(further entries)
IDE act	structure
1	Nc1c(N(Cc2ccco2)C(=O)c2ccc(Br)cc2)c(=O)[nH]c(=O)n1Cc1ccccc1
-3	CN(C)C(=O)CCc1ccc2c3c([nH]c2c1)[C@]1(C)[C@@H](C(=O)N2CCOCC2)C[C@H](CC(=O)NCc2cccc(C(F)(F)F)c2)C(=O)N1CC3
-6	O=C(NC1CC(=O)N(c2ccccc2)C1)N1CCN(C(=O)c2ccco2)CC1 (configuration not stated)
0	Cc1ccc(C)c(OCCC(=O)OCC(=O)NCCc2ccc(S(N)(=O)=O)cc2)c1
1	C=CCn1c(SCC(=O)c2ccc(O)c(O)c2)nnc1-c1cccc(Cl)c1
0	CCOC(=O)C1=C(COC(=O)/C=C/c2cc(Br)ccc2F)NC(=O)NC1C (configuration not stated)
6	Cc1cc(S(=O)(=O)Nc2ccc(C(=O)NCc3cccnc3)cc2)ccc1F
2	Cc1noc(C)c1NC(=O)Nc1cccc2c1O[C@H](CN(C)C(=O)Nc1ccc3c(c1)OCO3)[C@@H](C)CN([C@H](C)CO)C2=O
-1	Cc1ccc(NC(=O)c2ncn(CCCN3CCN(c4ccccn4)CC3)n2)cc1C
-3	CCCCn1c(N)c(N(CC(C)C)C(=O)CSc2n[nH]c(-c3ccc(C)cc3)n2)c(=O)[nH]c1=O
-2	Cc1ccc(OCC(=O)Nc2c(C)nn(-c3ccccc3)c2C)c(Br)c1
6	O=C(Cc1n[nH]c(=O)c2ccccc12)Nc1cc(C(F)(F)F)ccc1-n1cncn1
2	COc1ccccc1NC(=O)Nc1nc(CC(=O)Nc2cc(F)ccc2F)cs1
2	CCCCn1c(N)c(N(CCOC)C(=O)c2cc(=O)[nH]c3ccccc23)c(=O)[nH]c1=O
4	O=C(CC1CCCC1)NCCS(=O)(=O)N1CCN(c2ccc(F)cc2)CC1
3	CC(=O)N1c2ccc(F)c(F)c2C[C@H]1C
5	CC1CCCCC1NS(=O)(=O)CCNC(=O)c1ccccc1 (configuration not stated)
-1	C[N+](C)(C)C[C@H](O)CC(=O)[O-]
3	N#Cc1ccc(S(=O)(=O)NCC(=O)OCC(=O)N2CCCC2=O)cc1
-2	O=C1O[C@H](CO)[C@@H](O)[C@H](O)[C@H]1O
1	Cc1nn(CC(=O)Nc2ccc(N3CCOCC3)cc2)c(C)c1[N+](=O)[O-]
3	CC[C@@H](C(=O)[C@@H](C)[C@@H](O)[C@H](C)[C@@H]1O[C@@H]([C@@H](CC)C(=O)O)CC[C@@H]1C)[C@H]1O[C@]2(C=C[C@@H](O)[C@]3(CC[C@@](C)([C@H]4CC[C@](O)(CC)[C@H](C)O4)O3)O2)[C@H](C)C[C@@H]1C
-3	Cc1cc(C)cc(-c2nnc(SCC(=O)c3c(N)n(C4CC4)c(=O)[nH]c3=O)o2)c1
5	COc1ccc(NC(=O)Nc2cccc3c2O[C@H](CN(C)S(=O)(=O)c2ccc(F)cc2)[C@@H](C)CN([C@H](C)CO)C3=O)cc1
0	CCCCCCCCC(NC(=O)c1ccc(C#N)cc1)C(=O)NCCC (configuration not stated)

Continued.
IDE act	structure
3	COc1ccccc1NS(=O)(=O)c1ccc(C(=O)Nc2ncccc2O)cc1
1	C=CCn1c(C)nnc1SCC(=O)Nc1ccccc1C(=O)NC1CC1
3	CC(=O)Nc1ccc(S(=O)(=O)N2CCCC3CCCCC32)cc1 (configuration not stated)
-1	CCC(=O)OCOc1ccc(/C=C2/CCC(CN(C)C)C2=O)cc1 (configuration not stated)
-1	CSc1ncccc1C(=O)NCC(c1ccco1)N1CCCCC1 (configuration not stated)
-4	Cc1ccc(SCC(=O)NNC(=O)c2cncc(Br)c2)cc1
1	CCc1noc(C)c1C(=O)NNC(=O)c1ccc(N(CC)CC)cc1
6	Cc1ccc2nc(SCC(=O)Nc3oc(C)c4c(C)n[nH]c(=O)c34)[nH]c2c1
2	CCOc1ccc(S(=O)(=O)NN=C(C)c2cccnc2)cc1
3	CC(O)[C@H]1CNCCN1CCc1cc(C(F)(F)F)cc(C(F)(F)F)c1 (some centres not stated)
3	Cc1ccc(S(=O)(=O)N2CCC(C(=O)N3CCCC(C(F)(F)F)C3)CC2)cc1C (configuration not stated)
-1	Cc1ccccc1CN1CCN(C(C)C(=O)NNC(=O)c2ccc(F)cc2)CC1 (configuration not stated)
6	Cc1nc(-c2ccc(F)cc2)c(CC(=O)N(C)CC(=O)Nc2c(C)cccc2C)s1
6	CC1CCCCC12NC(=O)N(CC(=O)NCC(=O)Nc1ccc(F)c(F)c1F)C2=O (configuration not stated)
-1	CC(C)(C)OC(=O)N1CCCC(C(=O)Nc2cccc(C(=O)NCCc3ccccc3)c2)C1 (configuration not stated)
2	O=C(Cn1[nH]c(=O)c2ccccc2c1=O)NCC1COc2ccccc2O1 (configuration not stated)
1	CC(NC(=O)COC(=O)CNC(=O)c1ccc(-c2ccccc2)cc1)c1ccccc1 (configuration not stated)
0	CN(CC(=O)Nc1cc(C(F)(F)F)ccc1-n1cncn1)Cc1ccccc1N1CCOCC1
3	COc1ccc(CN(C)C(=O)CCC(=O)N2CCN(S(=O)(=O)c3ccc(Cl)cc3)CC2)c(OC)c1
-2	O=C(NC1CC1)c1sc2cc(F)ccc2c1Cl
6	O=C(NCc1ccco1)c1cc(-c2ccccc2)nn1CC1CC(c2cccc([N+](=O)[O-])c2)=NO1 (configuration not stated)
7	Cc1ccc(S(=O)(=O)N(C)C[C@@H]2Oc3ccc(NS(C)(=O)=O)cc3CC(=O)N([C@H](C)CO)C[C@@H]2C)cc1
1	CCCCN(C(=O)c1cnccn1)c1c(N)n(CCC)c(=O)[nH]c1=O
4	CCn1cc(C2C3=C(CC(C)(C)CC3=O)N(c3ccc(C)cc3)C3=C2C(=O)CC(C)(C)C3)c(C)n1
7	CNC[C@H]1Oc2c(NS(=O)(=O)c3ccccc3)cccc2C(=O)N([C@H](C)CO)C[C@@H]1C

Arranged by molecular weight (low to high): some entries from above.
IDE act	structure
1	CC1(C)CC(=O)C=C(NC2CCCC(O)C2)C1 (configuration not stated)
-2	Cc1ccc(OCC(=O)Nc2c(C)nn(-c3ccccc3)c2C)c(Br)c1
0	Cc1ccc(C)c(OCCC(=O)OCC(=O)NCCc2ccc(S(N)(=O)=O)cc2)c1

Following part:
IDE act	structure
3	CCCSc1ccc([C@@H]2[C@H]3C(=O)N(CC)C(=O)[C@H]3[C@]3(C(=O)OC)CCCN23)cc1
5	CC(=O)Nc1ccc(S(=O)(=O)NCC(=O)OCC(=O)Nc2sccc2C(N)=O)cc1
1	COc1ccc(NC(=O)CSCC(=O)N(C)CC(=O)Nc2c(C)cccc2C)cc1
3	CCC1Nc2ncnc(N3CCOCC3)c2N(Cc2ccc(OC)cc2)C1=O (configuration not stated)
1	O=C(CNC(=O)c1ccc(Cl)c([N+](=O)[O-])c1)OCN1C(=O)c2ccccc2C1=O
0	CCc1onc(C)c1C(=O)Nc1ccc(N2CCOCC2)cc1
-1	CCOC(=O)CCCCCC(=O)Nc1ccc2c(c1)CC(=O)N([C@@H](C)CO)C[C@@H](C)[C@@H](CN(C)C(=O)Nc1ccc(C(F)(F)F)cc1)O2
5	S=C(NCc1ccccn1)NN=Cc1ccccn1
3	Cc1ccc(NC(=O)CNc2cc(S(=O)(=O)N3CCOCC3)ccc2N2CCOCC2)cc1S(=O)(=O)N(C)C

By substructure: the entries above containing an NH in an aromatic ring
IDE act	structure
4	CCCNc1ncnc2[nH]ncc12
0	CC[C@]12c3[nH]c4cc(-c5ccco5)ccc4c3CCN1C(=O)[C@@H](CC(=O)NCCc1ccccn1)C[C@@H]2C(=O)N1CCN(C(=O)c2ccco2)CC1
1	COc1ccc(C(=O)NCC(=O)OCC(=O)c2c(C)[nH]c3ccccc23)cc1OC
0	C[C@]12c3[nH]c4ccc(Cl)cc4c3CCN1C(=O)[C@@H](CC(=O)NCc1ccco1)C[C@@H]2C(=O)N1CCCCC1
1	CCCn1c(SCC(=O)Nc2ccc3c(c2)OCO3)n[nH]c1=O
1	Nc1c(N(Cc2ccco2)C(=O)c2ccc(Br)cc2)c(=O)[nH]c(=O)n1Cc1ccccc1
-3	CN(C)C(=O)CCc1ccc2c3c([nH]c2c1)[C@]1(C)[C@@H](C(=O)N2CCOCC2)C[C@H](CC(=O)NCc2cccc(C(F)(F)F)c2)C(=O)N1CC3
-3	CCCCn1c(N)c(N(CC(C)C)C(=O)CSc2n[nH]c(-c3ccc(C)cc3)n2)c(=O)[nH]c1=O
6	O=C(Cc1n[nH]c(=O)c2ccccc12)Nc1cc(C(F)(F)F)ccc1-n1cncn1
2	CCCCn1c(N)c(N(CCOC)C(=O)c2cc(=O)[nH]c3ccccc23)c(=O)[nH]c1=O
-3	Cc1cc(C)cc(-c2nnc(SCC(=O)c3c(N)n(C4CC4)c(=O)[nH]c3=O)o2)c1
6	Cc1ccc2nc(SCC(=O)Nc3oc(C)c4c(C)n[nH]c(=O)c34)[nH]c2c1
2	O=C(Cn1[nH]c(=O)c2ccccc2c1=O)NCC1COc2ccccc2O1 (configuration not stated)
1	CCCCN(C(=O)c1cnccn1)c1c(N)n(CCC)c(=O)[nH]c1=O

Screening data: PubChem BioAssay, The Scripps Research Institute Molecular Screening Center
